Screening data deposited in PubChem by several laboratories.
NOD2-RIPK2 inh: NOD2-RIPK2 binding disruptors in cells, primary screen, fluorescence, CHO cells, BLA complementation; Receptor-interacting serine/threonine-protein kinase 2 (Homo sapiens), O43353; CCF4 ratio; inhibition, % at 4.98 µM; hit rate 0.38% among 360,000; AID 624267, 2012; in the data active = inhibition above about 21%;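 note: 0% = vehicle only and 100% = reference blocker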
LRH-1 inv ag: LRH-1 (NR5A2) inverse agonists, primary screen, cell-based, luminescence, HEK293T, StAR-luciferase reporter; Nuclear receptor subfamily 5 group A member 2 (Homo sapiens), O00482; inhibition, % at 3.6 µM; hit rate 0.13% among 360,000; LRH-1 transfected, 24 h; AID 602396, 2012;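 active = inhibition above the mean inhibition of all tested compounds plus 3 SD, cut at about 73% in these data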;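 note: 0% = DMSO wells and 100% = reporter-only cells lacking LRH-1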
NCOA2 inhibitor: inhibition of GAL4-SRC2 driven luciferase reporter, primary screen, SRC2 inhibitor project, cell-based, luminescence; Nuclear receptor coactivator 2 (Homo sapiens), Q15596; HEK293 GAL4-SRC2 luciferase reporter; inhibition, % at 9 µM; hit rate 0.17% among 370,000;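 active = inhibition above the mean inhibition of all tested compounds plus 3 SD, set per campaign, cut at about 52% in these data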;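 note: 0% = DMSO treated cells and 100% = cells given Gossypol at 36 µM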
Target sequence (Q15596 whole entry, looked up, the tested form may be a part): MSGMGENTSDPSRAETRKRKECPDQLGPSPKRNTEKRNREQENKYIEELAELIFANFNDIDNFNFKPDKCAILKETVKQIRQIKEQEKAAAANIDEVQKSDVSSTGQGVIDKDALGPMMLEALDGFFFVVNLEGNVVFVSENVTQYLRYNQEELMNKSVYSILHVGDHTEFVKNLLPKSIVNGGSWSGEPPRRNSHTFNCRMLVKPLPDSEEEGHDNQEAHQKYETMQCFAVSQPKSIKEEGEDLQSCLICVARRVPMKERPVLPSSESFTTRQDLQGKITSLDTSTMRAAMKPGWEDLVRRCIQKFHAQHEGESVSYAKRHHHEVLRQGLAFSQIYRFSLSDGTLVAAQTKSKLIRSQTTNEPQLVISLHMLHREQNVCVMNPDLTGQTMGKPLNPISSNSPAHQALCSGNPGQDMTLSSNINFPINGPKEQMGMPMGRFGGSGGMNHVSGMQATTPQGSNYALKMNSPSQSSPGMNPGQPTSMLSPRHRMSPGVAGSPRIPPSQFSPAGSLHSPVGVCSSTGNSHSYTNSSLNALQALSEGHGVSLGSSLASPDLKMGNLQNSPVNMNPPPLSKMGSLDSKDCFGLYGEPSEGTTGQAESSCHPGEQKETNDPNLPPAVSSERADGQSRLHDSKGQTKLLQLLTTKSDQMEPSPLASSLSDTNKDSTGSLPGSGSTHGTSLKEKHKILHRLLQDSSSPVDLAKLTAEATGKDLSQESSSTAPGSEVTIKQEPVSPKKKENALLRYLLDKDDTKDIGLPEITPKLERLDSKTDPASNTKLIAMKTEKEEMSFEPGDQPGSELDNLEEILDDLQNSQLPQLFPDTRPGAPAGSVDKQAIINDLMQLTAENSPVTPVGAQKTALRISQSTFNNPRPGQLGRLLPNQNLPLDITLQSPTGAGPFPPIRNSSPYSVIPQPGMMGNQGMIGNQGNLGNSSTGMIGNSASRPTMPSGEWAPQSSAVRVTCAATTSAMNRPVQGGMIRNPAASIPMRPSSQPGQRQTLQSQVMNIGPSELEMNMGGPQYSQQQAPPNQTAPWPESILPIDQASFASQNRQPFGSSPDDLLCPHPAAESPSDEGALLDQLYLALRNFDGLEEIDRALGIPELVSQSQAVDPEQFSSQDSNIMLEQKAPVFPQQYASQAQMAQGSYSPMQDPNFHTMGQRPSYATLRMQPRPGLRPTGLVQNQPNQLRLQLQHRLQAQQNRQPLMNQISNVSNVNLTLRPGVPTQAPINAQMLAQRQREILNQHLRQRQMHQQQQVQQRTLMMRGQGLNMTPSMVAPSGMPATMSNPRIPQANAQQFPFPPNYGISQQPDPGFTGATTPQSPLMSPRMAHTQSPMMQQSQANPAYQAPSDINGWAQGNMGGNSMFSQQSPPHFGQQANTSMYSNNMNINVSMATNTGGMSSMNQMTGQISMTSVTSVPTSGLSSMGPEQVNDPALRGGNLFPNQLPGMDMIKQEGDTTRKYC
TROY signal inh: inhibitors of TROY-driven NF-kB signaling, primary screen, Q293 LMP1-TROYcd cells, NF-kB luciferase, uHTS | Q293 LMP1-TROYcd NF-kB luciferase reporter, 4 h | hit rate 0.98% among 360,000 | inhibition, % at 10 µM;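 active = compounds whose plate-normalised and pattern-corrected inhibition of the luciferase reporter signal at the single screening dose is 50% or more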
EBV LMP1 NFkB: EBV LMP1-driven NF-kappaB luciferase reporter inhibitors, primary screen, cell-based, luminescence, single point; LMP1-induced NF-kappaB luciferase reporter cells; inhibition, % at 12.5 µM; hit rate 0.69% among 350,000; AID 504558, 2011; in the data active = inhibition above about 41%;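 note: 0% = neutral control wells and 100% = reference inhibitor control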
NCOA1 inh: SRC1 coactivator transcriptional activity inhibitors, primary screen, cell-based, luminescence | Nuclear receptor coactivator 1 (Homo sapiens), Q15788 | hit rate 0.12% among 360,000 | HEK293 GAL4-SRC1 luciferase reporter | inhibition, % at 3.6 µM;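 active = inhibition above the campaign mean plus 3 SD, with each screening campaign given its own cutoff, cut at about 60% in these data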;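 note: 0% = DMSO treated cells and 100% = gossypol at 36 µM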
TRAIL sens C8: viability loss with TRAIL in NB7+C8 cells, primary screen, TRAIL sensitizer project, cell-based, ATPlite luminescence | hit rate 1% among 360,000 | inhibition (viability loss, TRAIL sensitization), % at 10 µM;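 active = compounds causing at least 50% loss of cell viability in the single-dose screen, relative to plate controls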
TWEAK-Fn14 inh: inhibitors of TWEAK-Fn14 signaling, primary screen, luciferase reporter cells, uHTS; hit rate 2% among 360,000; AID 1159606, 2016; inhibition, % at 10 µM; TWEAK-stimulated Fn14 reporter cells, luciferase luminescence, 8 h; in the data active = inhibition above about 50%
COUP-TFII inh: NR2F2 transcriptional activity inhibitors, primary screen, cell-based, luciferase reporter, HEK293T, luminescence | COUP transcription factor 2 (Homo sapiens), P24468 | HEK293T NGFI-A luciferase reporter | inhibition, % at 8.6 µM | hit rate 0.7% among 370,000 | AID 686940, 2013;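 active = inhibition above a per-plate cutoff, mean inhibition of test wells between control levels plus 3 SD, cut at about 38% in these data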;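 note: cells cotransfected with COUP-TFII expression vector driving the NGFI-A reporter; 0% = median of COUP-TF2 test wells and 100% = reporter-only cells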
TLR9-MyD88 block: inhibitors of TLR9-MyD88 association in cells, primary screen, cell-based, CHO, BLA complementation, fluorescence | inhibition, % at 4.98 µM | hit rate 0.21% among 340,000 | CCF4 FRET ratio | AID 504734, 2011;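 active = inhibition above the mean over all tested compounds plus 3 SD, cut at about 21% in these data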;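 note: 0% = DMSO only wells and 100% = clavulanate BLA inhibitor control wells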
NCOA3 inh: SRC3 coactivator transcriptional activity inhibitors, primary screen, cell-based, luminescence | hit rate 0.17% among 360,000 | AID 588352, 2011 | HEK293 GAL4-SRC3 luciferase reporter | inhibition, % at 3.6 µM | Nuclear receptor coactivator 3 (Homo sapiens), Q9Y6Q9;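 active = inhibition above a per-campaign cutoff, the mean of all compounds plus 3 SD, cut at about 60% in these data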;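 note: 0% = DMSO-treated cells and 100% = gossypol-treated cells at 36 µM; higher means less SRC3-driven luciferase light from the GAL4 reporter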
Active calls of the source: *; . = not tested or not shown. The list is partial; rates above refer to the full screens.

| No. | compound | NOD2-RIPK2 inh | LRH-1 inv ag | NCOA2 inhibitor | TROY signal inh | EBV LMP1 NFkB | NCOA1 inh | TRAIL sens C8 | TWEAK-Fn14 inh | COUP-TFII inh | TLR9-MyD88 block | NCOA3 inh |
| --- | --- | --- | --- | --- | --- | --- | --- | --- | --- | --- | --- | --- |
| 1 | c1ccc(-c2ccc3c(c2)CNCc2cnnn2-3)cc1 | 0 | -9 | -31 | 8 | . | 1 | 7 | -9 | 10 | . | 2 |
| 2 | Cc1ccc(CNC2=NCCS2)cc1 | 8 | -1 | -3 | -2 | 5 | 7 | 5 | -4 | -2 | 1 | -10 |
| 3 | COc1ccc(Br)cc1CN1CCN(CCO)CC1 | -3 | 13 | 12 | 0 | -10 | 10 | 4 | -1 | 18 | 11 | -1 |
| 4 | CNc1ccc2oc(C[C@H]3O[C@@]4(CC[C@H]3C)O[C@H]([C@H](C)C(=O)c3ccc[nH]3)[C@H](C)C[C@H]4C)nc2c1C(=O)O | -17 | 0 | 6 | 53* | 70* | -15 | 83* | 104* | 10 | -13 | -18 |
| 5 | N#Cc1ccc(Cn2cc(C=O)c3ccccc32)cc1 | -3 | 45 | -1 | 5 | 3 | 7 | 10 | 9 | -1 | -3 | -16 |
| 6 | O=C(NC[P+](=O)O)OCc1ccccc1 | -3 | 8 | -14 | 17 | 2 | 5 | -20 | -51 | 5 | -5 | -9 |
| 7 | O=C(NCCO)c1nsnc1NCCCl | -4 | 6 | 2 | 32 | 1 | 6 | -1 | -13 | -3 | 3 | 3 |
| 8 | COc1ccccc1OCCCn1cc(C(=O)C2CC2)c2ccccc21 | -4 | 4 | -8 | 4 | 8 | 2 | -5 | -21 | 7 | -3 | -5 |
| 9 | CCOc1ccc(-n2c(O)c(C=Nc3ccc(N4CCOCC4)cc3)c(=O)[nH]c2=O)cc1 | -10 | -10 | -4 | . | 3 | -11 | -5 | 91* | 7 | -6 | -4 |
| 10 | CCN1CC2C3CCC(C)(O3)C2C1 (stereo not given) | -4 | -6 | 9 | -2 | 0 | -1 | -12 | 2 | -18 | 1 | -1 |
| 11 | Cc1cccc(OCC(=O)N2CCN(Cc3cccnc3)CC2)c1 | -5 | -17 | 5 | -2 | 0 | -10 | -24 | 6 | -8 | -4 | -16 |
| 12 | Cc1cccc(OC(=O)N2CCOCC2)c1 | 5 | 7 | -9 | -5 | 1 | -11 | -4 | -8 | -16 | 12 | 6 |
| 13 | Fc1ccccc1CCNCc1cccc(Cl)c1Cl | -8 | -7 | -21 | -42 | -13 | -13 | 4 | -3 | -7 | -1 | -6 |
| 14 | O=c1[nH]c(=S)n(Cc2ccc(F)cc2)c(O)c1C=NCc1ccc2c(c1)OCO2 | -5 | -6 | -5 | 16 | -4 | -13 | 7 | 4 | 20 | 2 | 17 |
| 15 | COC(=O)C1=C(c2c(C)noc2C)C[C@@H]2CC[C@H]1N2C(=O)NCc1ccc(C(F)(F)F)cc1 | 2 | -4 | -10 | 5 | 6 | 7 | -5 | -6 | 12 | -3 | -3 |
| 16 | CCCCCN1C(=O)c2ccccc2[C@@]2(C(=O)OCC)Cc3cc(Cl)ccc3[C@@H]12 | -9 | 1 | 5 | -3 | . | . | 31 | 6 | -12 | . | . |
| 17 | O=C(Cc1c(Cl)cccc1Cl)N1CCN(Cc2ccccc2)CC1 | 3 | 5 | -16 | 5 | 6 | -8 | 1 | 5 | 19 | -10 | -2 |
| 18 | Cc1ccsc1-c1nc(CSCC(=O)N2CCC3(CC2)OCCO3)c(C)o1 | 2 | -26 | 5 | 7 | 6 | -6 | 17 | -10 | 1 | 3 | 19 |
| 19 | O=[N+]([O-])c1ccc(C[n+]2c(-c3ccccc3)cc(-c3ccccc3)cc2-c2ccccc2)cc1 | -3 | 24 | 12 | -3 | 1 | -4 | 7 | 9 | 12 | 10 | 7 |
| 20 | COC(=O)Cn1cc(C(=O)c2ccccc2F)c2ccccc21 | -4 | 10 | -7 | 4 | 2 | 2 | -4 | 0 | 16 | -10 | 4 |
| 21 | Cc1ccc(NC(=O)[C@@H](NC(=O)N2C[C@H]3C[C@@H](C2)c2cccc(=O)n2C3)C(C)C)cc1 | -8 | 3 | -7 | -9 | 3 | -17 | 2 | -6 | -1 | -10 | 6 |
| 22 | CC(=O)Nc1ccccc1C(=O)C(=O)Nc1cccc(C(=O)N2CCC3(CC2)OCCO3)c1 | 0 | 5 | -15 | 5 | 1 | -10 | -1 | 45 | -9 | -8 | 6 |
| 23 | Cc1cccc2nc(-c3ccccc3)c(-c3ccc(CN4CCC(n5c(=O)[nH]c6ccccc65)CC4)cc3)nc12 | -6 | -5 | 3 | 19 | . | . | 44 | 24 | 12 | . | . |
| 24 | c1ccc2c(c1)-c1cccc3cccc-2c13 | -1 | 17 | -15 | -18 | 6 | -8 | -1 | -11 | -2 | 2 | -31 |
| 25 | CCOc1ccc(NC(=O)c2c(C)nn(Cc3ccccc3)c2Cl)cc1 | -6 | -20 | -12 | -1 | -6 | -7 | -6 | -8 | 3 | -1 | 18 |
| 26 | CCOP(=S)(OCC)c1ccc(N(C)C)cc1 | -10 | 15 | 3 | 10 | 3 | 3 | 14 | -6 | 11 | -9 | 4 |
| 27 | Clc1ccc(N2CC2c2ccncc2)cc1 (stereo not given) | 4 | -23 | -15 | 3 | -14 | 3 | -6 | -5 | 14 | 2 | 2 |
| 28 | COc1ccc(C(CC(=O)N2CCC3(CC2)OCCO3)NS(=O)(=O)c2ccc(F)cc2)cc1 (stereo not given) | 4 | -28 | 12 | -13 | -4 | -3 | -6 | -1 | 13 | 8 | 7 |
| 29 | CCn1c(O)c(C=Nc2ccc(S(N)(=O)=O)cc2)c(=O)n(CC)c1=S | -5 | -13 | 4 | 4 | 4 | -7 | 12 | 19 | 7 | 4 | 5 |
| 30 | CN(C)C1=NC(N(C)C)=NP(N(C)C)(N(C)C)=N1 | 7 | -11 | 8 | 7 | -4 | -19 | 3 | 0 | 4 | 10 | -21 |
| 31 | O=S(=O)(c1ccccc1)N1CCN2CCCC2C1 (stereo not given) | 4 | -10 | -1 | 2 | 11 | -15 | 1 | -7 | -26 | -7 | -9 |
| 32 | CS(=O)(=O)c1ccc(C2=C(CNC(=O)c3cccnc3)[C@H]3CC[C@@H](C2)N3Cc2ccccc2)cc1 | 6 | -15 | 12 | -8 | -14 | 6 | 12 | 5 | -9 | -2 | -6 |
| 33 | Cc1cc(OCC(=O)N2C[C@H]3C[C@@H](C2)c2cccc(=O)n2C3)c2c(C)cc(=O)oc2c1 | 3 | 15 | -2 | -12 | -4 | -16 | -8 | -16 | 19 | -8 | 12 |
| 34 | COc1ccc(OC)c(C(c2c(O)c3ccccc3oc2=O)c2c(C)n(C)n(-c3ccccc3)c2=O)c1 (stereo not given) | -1 | -2 | 7 | 21 | -2 | -6 | -8 | 1 | -15 | 2 | 9 |
| 35 | C=C(C)Cn1c(=O)n(CC2CS2)c2ccccc21 (stereo not given) | 0 | 8 | 0 | -2 | -7 | -14 | -3 | 2 | 5 | -4 | 15 |
| 36 | COC(=O)C1C(O)CC2CCC1N2C (stereo not given) | -8 | 12 | 2 | -1 | 6 | -1 | -16 | 18 | 3 | -8 | -11 |
| 37 | C=CCN1C(=O)/C(=C/c2cc(C)n(-c3ccccn3)c2C)C(=O)NC1=S | 11 | 12 | 10 | -7 | 5 | 10 | -5 | 3 | -6 | -9 | 6 |
| 38 | CC(C)OC1CCCC(O)C1CC(=O)O (stereo not given) | -11 | -6 | -2 | -7 | -10 | -10 | -15 | 9 | -1 | -1 | 16 |
| 39 | COC1=CC(=O)O[C@@H](/C=C/c2ccccc2)C1 | 2 | -35 | -21 | -2 | 5 | -21 | 1 | -19 | -4 | -5 | -19 |
| 40 | OC12ONC(c3ccccn3)C1N1CCC2CC1 (stereo not given) | 9 | 1 | -48 | -2 | -1 | -4 | -5 | -2 | -10 | 6 | 3 |
| 41 | CCCCCCC(=O)c1c(O)n(-c2ccc(OC)cc2)c(=O)[nH]c1=O (tested in a mixture with another compound) | -3 | -11 | 2 | -3 | -4 | 2 | 2 | -10 | 15 | -2 | 10 |
| 42 | CCN(CC)c1ccc(N=Cc2c(O)n(-c3cc(OC)ccc3OC)c(=O)[nH]c2=O)cc1 | -9 | -3 | 18 | -1 | -11 | 0 | -5 | -5 | 8 | 6 | 6 |
| 43 | FC(F)(F)c1cccc(-n2nnnc2C2(N3CCOCC3)CCCCC2)c1 | -2 | -12 | -9 | 1 | -8 | -6 | -5 | -16 | 8 | 4 | 19 |
| 44 | COc1ccccc1CCNC(=O)CCC(=O)N1CC2C[C@@H](C1)Cn1c2cccc1=O | 2 | -4 | 3 | -1 | 1 | -16 | 15 | -5 | 8 | 2 | 7 |
| 45 | O=c1cccc2n1CC1CC2CN(c2ncnc3c2cnn3-c2ccc(Cl)cc2)C1 (stereo not given) | -3 | -2 | -30 | 34 | 9 | -1 | -7 | 36 | 10 | -6 | 3 |
| 46 | Cc1ccc(OP(=O)(O)Oc2ccc(C)cc2)cc1 | -4 | -8 | -26 | -8 | -8 | 7 | 9 | -13 | -5 | 9 | 11 |
| 47 | O=C1C=C2C=C[C@H]3C[C@]2(O1)[C@@H]1CCCCN13 | -3 | -3 | -2 | -9 | -2 | -2 | 3 | 14 | 6 | -6 | -9 |
| 48 | CC(=NNC(=S)N1CC2CCC(CC2)C1)c1nccs1 | -8 | 31 | -13 | -4 | 73* | 25 | 6 | 17 | -32 | 8 | 25 |
| 49 | COC(=O)CC1(Cc2ccccc2)C(=O)NC(=O)NC1=O | 0 | -5 | -3 | 18 | 4 | 9 | -8 | -7 | -4 | -8 | 9 |
| 50 | CC1=C(/C=C/c2ccccc2)CCN(C)C1 | -3 | -12 | -12 | -33 | -11 | -21 | -5 | -16 | -2 | -8 | -39 |
| 51 | O=c1c2ccccc2nc(N2CCCC2)n1-c1ccc(Cl)cc1 | 16 | 14 | 6 | -7 | 2 | 5 | 8 | -10 | 23 | -4 | 22 |
| 52 | c1ccc(C(OCCN2CCNCC2)c2ccccc2)cc1 | 4 | -15 | -5 | -22 | 2 | -10 | -4 | 11 | -28 | -3 | 4 |
| 53 | O=C(c1ccc(-c2ccccc2)cc1)C1CCCN(Cc2ccn[nH]2)C1 (stereo not given) | 5 | -2 | -23 | -4 | -3 | -9 | 0 | 2 | 15 | 3 | 17 |
